# From PubChem
# DAX1 inh-1 = inhibitors of human orphan nuclear receptor DAX1 (NR0B1); P51843; HEK293 Gal4-DAX1 luciferase reporter, luminescence; inhibition, % at 6.75 µM; 0.99% of 340,000 active; AID 504766;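 active = inhibition above the mean over all tested compounds plus 3 SD, cut at about 4.2% in these data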;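 note: 0% = DAX1-transfected cells with DMSO and 100% = empty-vector control cells with DMSO; inhibition shows as a rise in luminescence from relieved DAX1 repression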
# Target sequence (P51843 207-470 limits assumed): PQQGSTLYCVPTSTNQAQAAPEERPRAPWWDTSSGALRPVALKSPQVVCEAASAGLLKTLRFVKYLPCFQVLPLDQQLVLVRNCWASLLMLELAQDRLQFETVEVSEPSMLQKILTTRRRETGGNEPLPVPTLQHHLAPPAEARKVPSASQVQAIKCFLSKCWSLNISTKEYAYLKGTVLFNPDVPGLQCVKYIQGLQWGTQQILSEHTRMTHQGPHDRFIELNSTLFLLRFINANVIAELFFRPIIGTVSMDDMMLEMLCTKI
# hgDAF-12 ag = agonists of H. glycines DAF-12 nuclear receptor; HEK293 GAL4-hgDAF12 UAS-luciferase reporter, agonist luminescence; normalized to butyrate control; activation, % at 6.8 µM; 1.8% of 370,000 active;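 active = activation above a cutoff set at the mean of all screened compounds plus 3 SD, cut at about 10% in these data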;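 note: 0% = DMSO wells and 100% = sodium butyrate wells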
# hcDAF12 agonist = H. contortus DAF-12 activation, primary screen; activation, % at 6.8 µM; 1.4% of 370,000 active; HEK293 hcDAF-12 lit1-tk-luc reporter, luminescence; 0% DMSO, 100% Δ7-dafachronic acid;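 active = activation above the mean of all tested compounds plus 3 SD, cut at about 5.5% in these data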;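 note: 100% = response to 3 µM Δ7-dafachronic acid high control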
# SMARCA2 act = increases SMARCA2 function in MMTV reporter cells. MG213 cells, MMTV-luciferase reporter, dexamethasone, overnight. activation, % at 9.1 µM. 1% of 370,000 active; in the data active = activation above about 7.8%;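 note: 0% = vehicle wells and 100% = reference activator wells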
# ssDAF-12 act = S. stercoralis DAF-12 activation, primary screen. HEK293 ssDAF-12/GRIP1 lit1-tk-luc reporter, luminescence; % of 3 µM dafachronic acid response. activation, % at 6.8 µM. 1% of 370,000 active;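 active = activation above the mean over all tested compounds plus 3 SD, cut at about 0.9% in these data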;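 note: 0% = DMSO-only wells and 100% = 3 µM delta7-dafachronic acid wells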
# sPLA2-III inh = Inhibits HGIII-sPLA2 liposome hydrolysis, primary screen; QFRET BODIPY PC-A2 liposome hydrolysis, fluorescence; 0.56% of 370,000 active; Q9NZ20; inhibition, % at 12.2 µM;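 active = inhibition above mean plus 3 SD of compounds lying within the high and low control bounds, cut at about 19% in these data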;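 note: 0% = median of test compound wells and 100% = no enzyme DMSO wells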
# FXN GAA850 act = activators of GAA850 frataxin (FXN) promoter; HEK293 lucGAA850 FXN promoter luciferase reporter, 24 h; percent of 10 µM SAHA response; AID 540364; activation, % at 6 µM; 0.56% of 360,000 active;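 active = activation above the average of all compounds screened plus 3 SD, cutoff fixed separately per campaign, cut at about 7.5% in these data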;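 note: 0% = DMSO wells and 100% = 10 µM SAHA wells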
# GC-B act = GC-B (human) receptor activation. P20594. HEK293-GC-B cells, CNP EC30, cGMP TR-FRET; 0% at EC30 CNP, 100% saturating CNP. activation, % at 10 µM. 0.11% of 370,000 active;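 active = activation at 10 µM reaching about 35% in either raw or pattern-adjusted values, limit read from the data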
# proKLK7 act = activators of human kallikrein-7 zymogen; purified proKLK7, EDANS-DABCYL substrate fluorescence; 100% is mature enzyme control, 0% vehicle; activation, % at 7 µM; 0.9% of 370,000 active;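 active = activation above the mean of all tested compounds plus 3 SD, computed per campaign excluding outliers beyond control limits, cut at about 13% in these data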
# Target sequence (P49862 whole entry, looked up): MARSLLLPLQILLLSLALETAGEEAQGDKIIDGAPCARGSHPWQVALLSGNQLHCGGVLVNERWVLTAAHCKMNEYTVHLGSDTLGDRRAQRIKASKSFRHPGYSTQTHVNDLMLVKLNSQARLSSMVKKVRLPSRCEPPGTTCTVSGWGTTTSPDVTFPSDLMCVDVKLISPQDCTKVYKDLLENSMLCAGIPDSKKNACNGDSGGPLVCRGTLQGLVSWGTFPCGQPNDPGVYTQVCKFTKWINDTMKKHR
# DAX1 inh-2 = DAX1 (NR0B1) inhibition, primary screen; HEK293T StAR-luciferase reporter, SF-1/DAX-1 repression relief; inhibition, % at 6.8 µM; 1.1% of 370,000 active; AID 652010;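 active = inhibition above the mean over all tested compounds plus 3 SD, cut at about 3.6% in these data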;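 note: 0% = DAX-1 cells with DMSO and 100% = cells lacking DAX-1 with DMSO; higher inhibition means more luminescence from relief of DAX-1 repression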
# GC-A act = GC-A (human) enzyme activation; AID 1671463; 0.14% of 370,000 active; HEK293 GC-A cells, cGMP TR-FRET, EC30 ANP; 0% at EC30 ANP, 100% saturating ANP; activation, % at 10 µM; P16066; in the data active = activation above about 40%
# * marks the source's active call; other numbers are inactive results; · = no result given.
# Sample of the layout, 4 compounds:
SMILES,DAX1 inh-1,hgDAF-12 ag,hcDAF12 agonist,SMARCA2 act,ssDAF-12 act,sPLA2-III inh,FXN GAA850 act,GC-B act,proKLK7 act,DAX1 inh-2,GC-A act
CCOC(=O)C1CCCN(C(=O)c2cc3ccccc3cc2OC)C1 (stereo unspecified),0.6,-3.5,-0.4,0,-0.6,2,-1.3,-8,-0.6,0.5,-2
Cc1nn(CC(=O)NNC(=O)c2ccc(Br)cc2)c(C)c1[N+](=O)[O-],-0.2,-0.8,-1.4,0,-1.2,-4,0.7,5,-0.2,0.4,-3
COc1ccc(-n2c(=S)[nH]c3cc(C(=O)NCCCN4CCCC4=O)ccc3c2=O)c(OC)c1,1.4,0.6,-0.8,3,-0.5,0,-1.2,2,0.2,-0.1,3
O=C(Nc1cccc(C(=O)O)c1)/C(=C\c1ccccc1)NC(=O)c1ccccc1Cl,-1.4,-0.2,-0.6,-2,-0.7,0,0.1,3,0.4,-0.4,-1

# The list itself, repeating the preview:
SMILES,DAX1 inh-1,hgDAF-12 ag,hcDAF12 agonist,SMARCA2 act,ssDAF-12 act,sPLA2-III inh,FXN GAA850 act,GC-B act,proKLK7 act,DAX1 inh-2,GC-A act
CCOC(=O)C1CCCN(C(=O)c2cc3ccccc3cc2OC)C1 (stereo unspecified),0.6,-3.5,-0.4,0,-0.6,2,-1.3,-8,-0.6,0.5,-2
Cc1nn(CC(=O)NNC(=O)c2ccc(Br)cc2)c(C)c1[N+](=O)[O-],-0.2,-0.8,-1.4,0,-1.2,-4,0.7,5,-0.2,0.4,-3
COc1ccc(-n2c(=S)[nH]c3cc(C(=O)NCCCN4CCCC4=O)ccc3c2=O)c(OC)c1,1.4,0.6,-0.8,3,-0.5,0,-1.2,2,0.2,-0.1,3
O=C(Nc1cccc(C(=O)O)c1)/C(=C\c1ccccc1)NC(=O)c1ccccc1Cl,-1.4,-0.2,-0.6,-2,-0.7,0,0.1,3,0.4,-0.4,-1
CC(C)Oc1snc(Cl)c1C(N)=O,1.1,1.0,-1.8,-6,-0.9,6,1.6,7,-0.6,-0.3,2
NC(=O)CSc1nnc(Cn2c(=O)sc3ccccc32)n1-c1cccc(Cl)c1,-0.1,-2.8,-1.3,0,-0.4,-7,1.8,-4,-0.2,-0.3,-3
O=C(Nc1ccc2c(c1)OCCO2)C1CCN(C(=O)c2ccccc2)CC1,-0.4,0.8,-2.2,0,-1.4,7,-1.7,-8,0.4,-0.7,1
CCCCOc1ccc(C(=O)Nc2cc(C)c(OCC(=O)N3CCOCC3)c(C)c2)cc1,0.2,-2.2,-2.7,0,-1.5,-16,1.7,5,-0.1,-2.3,6
COc1ccc(-c2nn(CC(=O)NCCc3ccccc3)c(=S)n2C)cc1,-0.6,-0.4,1.6,-2,-2.0,10,-0.4,0,0.4,-0.6,-5
COc1ccc(Cl)cc1NC(=O)COC(=O)C1COc2ccccc2O1 (stereo unspecified),0.3,1.2,5.5,-3,1.0*,9,1.1,-7,-0.5,0.1,-1
O=C1C(c2ccccc2)=NCCN1C(c1ccc(F)cc1)c1nc2ccccc2[nH]1 (stereo unspecified),·,2.3,6.1*,5,0.3,-1,·,-3,0.1,-0.5,-3
COC(=O)C(Cc1ccccc1)NC(=O)c1cc(=O)[nH]c2ccccc12 (stereo unspecified),-0.3,1.1,0.8,-5,-0.5,5,1.0,4,2.5,0.2,1
CCCNC(=O)NC(=O)COc1ccc(-c2ccc(C#N)cc2)cc1,-0.5,-1.7,-2.1,-3,-1.4,3,0.6,-1,0.0,-0.7,3
COc1ccc(S(=O)(=O)NC(CC(=O)NC2CCCC2)c2ccco2)cc1 (stereo unspecified),-0.2,2.1,-0.6,2,-0.5,0,1.6,1,0.2,-0.6,1
O=c1c2cnn(-c3ccccc3)c2ncn1Cc1ccccc1F,-0.8,0.0,0.5,-1,-0.9,7,2.1,2,-0.6,2.5,7
CCCCNC(=O)C(Cc1ccccc1)NS(=O)(=O)c1ccc2c(c1)c(=O)n(C)c(=O)n2C (stereo unspecified),-0.7,1.1,0.1,1,-1.5,3,0.2,-2,0.1,0.2,1
C=CCn1c(Cc2c[nH]c3ccccc23)n[nH]c1=S,0.6,3.2,3.6,1,0.1,9,1.2,2,-0.3,0.5,-2
Cc1nn(-c2ccccc2)c(Cl)c1/C=N/NC(=O)c1[nH]ncc1Br,-1.8,15*,6.0*,3,0.7,-17,3.0,-5,0.5,12*,-2
O=C1C=C(OCCF)CC(c2ccccc2C(F)(F)F)O1 (stereo unspecified),·,-1.3,-1.8,3,-1.1,-1,·,1,-0.2,0.1,4
CC1(c2nnnn2Cc2ccccc2)CCC(=O)N1Cc1ccco1 (stereo unspecified),·,-0.6,-1.1,-3,-0.7,4,·,-1,0.0,-0.1,-3
N#Cc1ccc(COc2cccc3cccnc23)cc1,-0.1,4.2,-1.1,-1,-0.2,-1,4.5,0,0.6,-0.5,-7
COc1ccc(-c2csc(C(O)(c3ccccc3)C(F)(F)F)n2)cc1 (stereo unspecified),·,-0.3,-1.6,-3,-1.2,-3,4.3,4,-0.3,1.7,4
Cc1nc(Cl)c(C(=O)NCc2ccccc2)c(C)c1[N+](=O)[O-],-1.4,-0.3,0.4,0,-1.4,3,0.2,3,-0.2,0.3,-2
O=C(Nc1ccccn1)Nc1ccccc1Cl,1.3,5.0,2.7,2,-0.1,0,6.5,2,0.1,0.6,7
Cc1ccc(S(=O)(=O)N2CCC(=O)N(C(COCc3cccc(Cl)c3)Cc3ccccc3)CC2)cc1 (stereo unspecified),-0.8,0.6,-2.8,0,-1.9,-19,-4.5,-2,0.1,0.3,-2

# Next structures follow:
SMILES,DAX1 inh-1,hgDAF-12 ag,hcDAF12 agonist,SMARCA2 act,ssDAF-12 act,sPLA2-III inh,FXN GAA850 act,GC-B act,proKLK7 act,DAX1 inh-2,GC-A act
Cc1ccc(CSc2nnc(-c3cc(-c4ccc(C)cc4)n[nH]3)n2N)cc1,·,-0.6,-2.4,-3,-1.3,0,·,-9,-0.8,-0.1,-1
O=C(CSc1nc2ccccc2c(=O)n1-c1ccc(F)c(Cl)c1)Nc1ccc2c(c1)CCC2,·,4.3,2.7,2,-1.4,8,-0.2,2,0.7,1.4,-1
Cc1cc[n+](-c2[nH]c(=O)sc2/C=N/N=C(\[O-])CCn2c3ccccc3c3ccccc32)cc1,·,2.0,1.0,-3,-1.7,-20,-1.3,5,0.5,0.1,-2
Cc1ccc(CSc2n[nH]c(N)n2)cc1,-0.3,6.3,1.5,1,-1.1,1,4.6,-1,0.2,1.1,3
COc1cccc(C2c3c(oc4ccccc4c3=O)C(=O)N2c2ccccn2)c1 (stereo unspecified),3.5,-0.1,-1.0,-3,-1.6,20*,0.1,-8,0.7,0.2,-9
O=C(NC1CCCCC1)C(c1cccnc1)N(C(=O)CCl)c1cccc(Cl)c1 (stereo unspecified),-3.0,0.7,-3.3,-13,-2.4,-28,-14,-1,0.1,-1.1,-10
CCOC(=O)CSc1nc(C)c(Oc2ccc(Cl)cc2Cl)c(=O)[nH]1,2.1,3.3,1.6,-2,-0.4,2,0.8,0,-0.5,0.2,-2
O=C(c1ccc(F)c(F)c1)N1CCC(Oc2cccnc2)CC1,·,3.3,-1.8,3,-1.6,6,·,1,0.7,0.2,3
COc1ccc(CCn2c(C)cc(C(=O)COC(=O)c3ccc(O)cc3O)c2C)cc1,-0.1,-1.1,-1.8,-5,-1.4,-24,0.3,4,0.5,-4.5,6
Cc1sc(NC(=O)CN2C(=O)NC3(CCCC3)C2=O)nc1-c1ccc(F)cc1,-1.6,-4.0,-1.5,-2,-0.8,-10,0.8,4,0.1,-2.6,0
Cc1ccc(S(=O)(=O)N(C)c2ccc(OCC(=O)NCc3ccco3)cc2)cc1,0.5,-0.5,-0.5,-2,-0.8,-9,-1.1,5,-0.1,-0.3,-6
CCOc1cccc(-c2nnc3sc(COc4ccccc4)nn23)c1,0.5,1.9,-0.2,0,-1.7,2,2.1,-1,0.1,-0.1,6
COc1ccc(NC(=O)c2cccc(OC(=S)N3CCOCC3)c2)cc1,-0.7,-3.1,-1.1,3,-1.2,3,-0.4,0,0.9,-0.5,1
Cc1ccc(-c2cc(C(F)F)n3ncc(C(=O)N4CCc5ccccc5C4)c3n2)cc1,1.6,0.1,-0.1,-4,-1.2,1,0.1,9,-9.4,-0.9,6
Clc1cccc(Cl)c1-c1nnc2ccc(N3CCOCC3)nn12,-1.2,0.7,-1.4,0,-1.7,-4,0.2,7,0.0,-0.4,8

# As entered above:
# Reading of Cc1ccc(CSc2n[nH]c(N)n2)cc1 in hcDAF12 agonist: 1.5
# Reading of Cc1ccc(-c2cc(C(F)F)n3ncc(C(=O)N4CCc5ccccc5C4)c3n2)cc1 in FXN GAA850 act: 0.1

# 3 compounds out of the list above, ordered by the number in sPLA2-III inh, rising:
smiles	sPLA2-III inh
Cc1sc(NC(=O)CN2C(=O)NC3(CCCC3)C2=O)nc1-c1ccc(F)cc1	-10
COc1ccc(-c2csc(C(O)(c3ccccc3)C(F)(F)F)n2)cc1 (stereo unspecified)	-3
N#Cc1ccc(COc2cccc3cccnc23)cc1	-1

# Structures listed so far that contain a CF3 group, in the order listed:
SMILES,DAX1 inh-1,hgDAF-12 ag,hcDAF12 agonist,SMARCA2 act,ssDAF-12 act,sPLA2-III inh,FXN GAA850 act,GC-B act,proKLK7 act,DAX1 inh-2,GC-A act
O=C1C=C(OCCF)CC(c2ccccc2C(F)(F)F)O1 (stereo unspecified),·,-1.3,-1.8,3,-1.1,-1,·,1,-0.2,0.1,4
COc1ccc(-c2csc(C(O)(c3ccccc3)C(F)(F)F)n2)cc1 (stereo unspecified),·,-0.3,-1.6,-3,-1.2,-3,4.3,4,-0.3,1.7,4
